HEK293 cAMP cs = parental HEK293 cAMP activation (counter-screen) | parental HEK293 CNG cAMP sensor, membrane potential fluorescence | AID 938 | hit rate 2.5% among 73,000 | Potency, µM (highest dose often 57.1 µM), for inactives: top-dose activation, usual class: activators; note: potency is the fitted concentration of half-maximal effect; % of control where 0% means no effect; nearly all actives have a fitted effect of over 55% in size
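Counterscreen for endogenous-receptor signalling: CNG-channel HEK 293 cells report cAMP rise by membrane depolarization. After 60 min dye equilibration with 100 uM RO 20-1724, compounds incubated 30 min before bottom-read fluorescence at 590 nm.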
BRCT PPI green = blocks human BRCA1 BRCT binding to phosphopeptide, green readout; hit rate 0.05% among 75,000; BRCA1 BRCT-phosphopeptide binding, green fluorescence polarization; Potency, µM (series often up to 76.9 µM), inactives show at the highest dose activity change, negative = inhibition, actives largely listed as inhibitors;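 note: potency is the fitted concentration of half-maximal effect; plate controls were peptide without protein for full effect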
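Compounds were incubated for 12 min at room temperature with a complex of 100 nM fluorescein-tagged pBACH1 decapeptide and 250 nM His-tagged BRCT protein. Buffer was phosphate pH 7.3 with EDTA, DTT and Tween 20. Disruption of binding lowers the polarization signal.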
Rhodamine autofl = compound autofluorescence in rhodamine spectral region; Rhodamine-region fluorescence, 547/598 nm, Tris buffer; hits give high values; max dye-equivalent concentration, M; hit rate 0.05% among 59,000; in the data active = max dye-equivalent concentration above about 11 nM; inconclusive = between about 1.1 nM and that limit
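Compound fluorescence in 100 mM Tris, pH 8.0, read after 15 min at room temperature with 547 nm excitation and 598 nm emission. Output is dye-equivalent concentration from an on-plate rhodamine standard series.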
ALOX15 inhib = blocks human 15-lipoxygenase activity. AID 887. hit rate 1.4% among 74,000. P16050. purified 15hLO-1, xylenol orange hydroperoxide absorbance. Potency, µM (top dose mostly 57.1 µM), without a hit: at the highest dose activity change, negative = inhibition, usual class: inhibitors; note: potency is the fitted concentration of half-maximal effect; % is set by controls: 0 for no effect and ±100 for the full control effect; nearly all actives have a fitted effect of over 55% in size
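Inhibition is scored from a chromogenic endpoint. After 15 min enzyme-compound contact, arachidonic acid (50 uM final) reacts 6 min with 40 nM 15hLO-1 at room temperature, then Fe-XO reagent is added for 30 min and absorbance ratio recorded.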
DNA Pol III inh = DNA polymerase III holoenzyme inhibition; reconstituted DNA polymerase III holoenzyme replication, biochemical; Potency, µM (highest dose often 57.1 µM), for the others: at the top dose activity change, negative = inhibition; hit rate 0.25% among 71,000; note: potency is the fitted concentration of half-maximal effect; % is set by controls: 0 for no effect and ±100 for the full control effect
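Reconstituted *E. coli* holoenzyme (0.35 nM Pol III, 1 nM beta, 154 nM SSB, 2 nM primase) was preincubated with compound for 15 min at RT. Synthesis on 1.4 nM ssM13Gori ran 35 min, then was stopped with PicoGreen/EDTA and read as dsDNA fluorescence.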
Tau fil binding = binds recombinant human tau filaments; P10636; recombinant tau filaments, thioflavin S fluorescence, 15 h; filaments grown with octadecylsulfate alongside compound; Potency, µM (top dose mostly 57.1 µM), without a hit: at the top dose activity change, negative = inhibition; hit rate 2% among 71,000; AID 596;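 note: potency is the fitted concentration of half-maximal effect; % is set by controls: 0 for no effect and ±100 for the full control effect; actives lower thioflavin S fluorescence by blocking filaments or displacing dye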
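Read-out: ThS fluorescence, 450 nm excitation/510 nm emission; lower signal marks blocked filament formation or displaced dye. Tau at 1 uM with 30 uM ODS, 10 uM ThS, 5 mM DTT, 100 mM NaCl, 10 mM HEPES pH 7.4; 15 h, 37 C.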
USP2a inhib = USP2a (human) protease inhibition; USP2a enzymatic assay, qHTS inhibition; O75604; Potency, µM (series often up to 38.3 µM), for the others: at the highest dose activity change, negative = inhibition, actives largely listed as inhibitors; hit rate 0.1% among 60,000;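 note: potency is the fitted concentration of half-maximal effect; nearly all actives have a fitted effect of over 60% in size; plate controls were DMSO for no effect and NEM full inhibition control for full effect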
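USP2 core (20nM final) preincubated 30 min RT with compound, then Ub-PLA2 20nM and NBD C6-HPC 20uM final added; buffer 20mM Tris-HCl pH 8.0, 2mM CaCl2. Fluorescence Ex 460/Em 535 read at 0 and 2.5 h; normalized to NEM.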
BRCT PPI red = inhibitors of human BRCA1 BRCT-phosphoprotein interaction (red fluorophore); P38398; BRCT-phosphopeptide binding, red fluorescence polarization; Potency, µM (top dose mostly 76.9 µM), inactives show top-dose activity change, negative = inhibition, usual class: inhibitors; hit rate 0.03% among 75,000; AID 892; note: % is set by controls: 0 for no effect and ±100 for the full control effect
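Rhodamine-labelled pBACH1 10-mer (100 nM) bound to BRCT domain (100 nM) at pH 7.3; compounds incubated 12 min room temperature, polarization read. Free peptide defines full inhibition; unlabelled decapeptide titrated as control.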
Caspase-7 inhib = blocks human caspase-7 allosterically or competitively; AID 889; recombinant caspase-7, Ac-DEVD-AFC fluorescence rate; hit rate 0.02% among 75,000; Potency, µM (series often up to 57.5 µM), for the others: top-dose activity change, negative = inhibition, hits mostly inhibitors; active = well fitted inhibition curve with a large enough effect in the main read-out, with a control signal flat, not every such curve was filed as active; inconclusive = small, poorly fitted or top-dose-only effect, or a change in a side signal; note: potency is the fitted concentration of half-maximal effect; % of control where 0% means no effect
HADH2 inhib = inhibitors of human HADH2 dehydrogenase | AID 886 | recombinant HADH2, NADH fluorescence, beta-hydroxybutyryl-CoA | Q99714 | Potency, µM (series often up to 57.1 µM), for the others: top-dose activity change, negative = inhibition, usual class: inhibitors | hit rate 3.4% among 73,000; note: potency is the fitted concentration of half-maximal effect; % is set by controls: 0 for no effect and ±100 for the full control effect; nearly all actives have a fitted effect of over 60% in size; many of its hits are not listed in these tables
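Buffer 100 mM Tris-HCl pH 9.0/0.01% Tween-20; HADH2 20 nM; NAD+ 1 mM; beta-hydroxybutyryl-CoA 90 uM (all final). 15 min cpd preincubation, RT.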
Casp1 inh = caspase-1 (human) inhibition, allosteric or competitive; hit rate 0.03% among 75,000; P29466; Caspase-1 enzyme, Ac-WEHD-AFC fluorogenic rate; AID 900; Potency, µM (doses to about 57.5 µM), for the others: at the top dose activity change, negative = inhibition, actives largely listed as inhibitors;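 note: potency is the fitted concentration of half-maximal effect; plate controls were vehicle for no effect and no substrate for full effect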
* = called active by the depositor; i = inactive; ? = inconclusive; · = no result given; & = joins results of further samples; [ ] = dose if it differs, or a comment. Unless noted, calls come from the whole dose curve; as a rule, active = well fitted curve in the direction sought with a large enough effect; inconclusive = small, poorly fitted or top-dose-only effect, or another doubt; inactive = no such curve, though single readings can be large; an effect the other way counts as inactive or inconclusive.

canonical_smiles,HEK293 cAMP cs,BRCT PPI green,Rhodamine autofl,ALOX15 inhib,DNA Pol III inh,Tau fil binding,USP2a inhib,BRCT PPI red,Caspase-7 inhib,HADH2 inhib,Casp1 inh
Nc1cc(=O)[nH]c(N)n1,-3%&14%,-1.0%,i,-26%[25.6 µM],-2%&-5%,?,4%,-1.1%,-1%,6%&1%,-1%
Oc1ccc([C@@H]2CNCCc3c2cc(O)c(O)c3Cl)cc1,?,1.4%&1.4%,i,-21%[25.6 µM],-6%&-1%,?,-4%,1.9%&1.5%,-1%&-2%,0.1µM*,-2%&2%
COC(=O)Nc1nc2ccc(S(=O)c3ccccc3)cc2[nH]1 (stereo not drawn),·,-1.4%[3.08 µM],·,1%,·,·,-9%,-2.2%,-6%,·,-6%
O=C(O)CCCCCCCC(=O)O,?,-0.3%[3.08 µM],i,3%&-4%,-6%,12%,-9%&0%,-1.4%&-0.6%,1%&0%,-7%,2%&-2%
CCN(CC)CCOC(=O)C(c1ccccc1)c1ccccc1,18%[25.6 µM],-0.2%[3.08 µM],i,5%,-2%[25.6 µM],-4%[25.6 µM],-6%,-4.2%,-1%,10%[25.6 µM],1%
CN1CCN(c2c(F)cc3c(=O)c(C(=O)O)cn4c3c2SCC4)CC1,5%,-0.7%,i,6%,-5%,-2%,3%,-0.2%,-2%,?,1%
COc1cc(C(=O)NCCCCCC(=O)O)cc(OC)c1OC,10%,-3.5%,i,-12%,-1%,-6%,-2%,-0.8%,0%,8%,1%
CN(C)CCOC(=O)C(c1ccccc1)C1(O)CCCC1 (stereo not drawn),·,-1.8%[3.08 µM],i,7%,·,·,-2%,-2.2%,0%,·,2%

Remaining list, next part:
canonical_smiles,HEK293 cAMP cs,BRCT PPI green,Rhodamine autofl,ALOX15 inhib,DNA Pol III inh,Tau fil binding,USP2a inhib,BRCT PPI red,Caspase-7 inhib,HADH2 inhib,Casp1 inh
COc1ccc(-c2oc3c(CC=C(C)C)c(O[C@H]4OC(CO)C(O)C(O)C4O)cc(O)c3c(=O)c2O[C@@H]2OC(C)C(O)C(O)C2O)cc1 (stereo partly drawn),·,-1.2%[3.08 µM],·,-3%,·,·,53%[activator],4.7%,1%,·,1%
OCC(O)CN1CCN(c2ccccc2)CC1 (stereo not drawn),·,-2.4%[3.08 µM],i,10%,·,·,-12%,-2.0%,0%,·,2%
C[C@@H](Cc1cccc(C(F)(F)F)c1)NCCOC(=O)c1ccccc1,18%[25.6 µM],-0.6%[34.4 µM],i,13%[25.6 µM],1%[25.6 µM],-20%[25.6 µM],38%[activator][17.1 µM],-0.2%[34.4 µM],0%[25.7 µM],6%[25.6 µM],-1%[25.7 µM]
NC(=O)c1ccc([N+](=O)[O-])cc1Cl,·,-2.9%[3.08 µM],·,3%,·,·,11%,0.5%,-3%,·,3%
NC(=O)NC(=O)Cc1ccccc1,·,-2.9%[3.08 µM],·,1%,·,·,-11%,0.1%,0%,·,1%
CN1CCC(=C2c3ccccc3CC(=O)c3sccc32)CC1,?,-1.1%[3.08 µM],i,4%,-4%,?,0%,-5.0%,0%,6%,4%
CN(C)CCO[C@](C)(c1ccccc1)c1ccccn1,5%[25.6 µM],-1.6%[34.4 µM],i,8%[25.6 µM],2%[25.6 µM],6%[25.6 µM],-6%[17.1 µM],1.1%[34.4 µM],2%[25.7 µM],5%[25.6 µM],-1%[25.7 µM]
O=C1CCc2cc(OCCCCc3nnnn3C3CCCCC3)ccc2N1,?,-2.5%&0.5%,i,-13%,-5%&-4%,?,9%,-1.0%&1.3%,1%&-1%,8%&19%&6%,7%&3%

Among those listed so far, these contain four or more nitrogen atoms.
canonical_smiles,HEK293 cAMP cs,BRCT PPI green,Rhodamine autofl,ALOX15 inhib,DNA Pol III inh,Tau fil binding,USP2a inhib,BRCT PPI red,Caspase-7 inhib,HADH2 inhib,Casp1 inh
Nc1cc(=O)[nH]c(N)n1,-3%&14%,-1.0%,i,-26%[25.6 µM],-2%&-5%,?,4%,-1.1%,-1%,6%&1%,-1%
O=C1CCc2cc(OCCCCc3nnnn3C3CCCCC3)ccc2N1,?,-2.5%&0.5%,i,-13%,-5%&-4%,?,9%,-1.0%&1.3%,1%&-1%,8%&19%&6%,7%&3%

Next section:
canonical_smiles,HEK293 cAMP cs,BRCT PPI green,Rhodamine autofl,ALOX15 inhib,DNA Pol III inh,Tau fil binding,USP2a inhib,BRCT PPI red,Caspase-7 inhib,HADH2 inhib,Casp1 inh
CCCCOC(=O)c1ccc(N)cc1,?,-3.8%,i,-10%,-2%,-5%,1%,1.5%,2%,1%,-7%
CCC(Cc1c(I)cc(I)c(N)c1I)C(=O)O (stereo not drawn),·,-3.5%[3.08 µM],·,-7%,·,·,-11%,0.2%,-1%,·,1%
NC(=O)c1ccc(-c2nc(-c3ccc4c(c3)OCO4)c(-c3ccccn3)[nH]2)cc1,-13%,-3.9%,·,10%[25.6 µM],-8%,?,·,-0.7%,-1%,-4%,-4%
C[C@@H]1[C@H](C)CC[C@@]2(C(=O)O[C@H]3O[C@@H](CO[C@H]4O[C@@H](CO)[C@@H](O[C@H]5O[C@@H](C)[C@@H](O)[C@@H](O)[C@@H]5O)[C@@H](O)[C@@H]4O)[C@@H](O)[C@@H](O)[C@@H]3O)CC[C@]3(C)C(=CC[C@H]4[C@@]5(C)C[C@@H](O)[C@@H](O)[C@](C)(CO)[C@@H]5CC[C@@]43C)[C@@H]12,0%[25.6 µM],-1.1%[34.4 µM],i,6%[25.6 µM],-4%[25.6 µM],3%[25.6 µM],6%[17.1 µM],-0.2%[34.4 µM],1%[25.7 µM],-5%[25.6 µM],-1%[25.7 µM]
CC1(C)OC2CC(=O)OC[C@@]23C1CC(=O)[C@]1(C)C3CC[C@@]2(C)C(c3ccoc3)OC(=O)C3O[C@@]321 (stereo partly drawn),·,-3.6%,·,2%,·,·,-1%,0.8%,-2%,·,-1%
O=C(O)[C@@H]1[C@@H]2C[C@H]3c4[nH]c5ccccc5c4CCN3C[C@@H]2CC[C@@H]1O,?,-6.9%[34.4 µM],i,?,-16%,-14%,42%[activator][17.1 µM],-6.0%[34.4 µM],-26%[25.7 µM],?,-15%[25.7 µM]
CCCc1cc(C(N)=S)ccn1,?,-5.0%,i,0%&-3%,0%,-1%,0%&3%,0.0%&-0.8%,1%&0%,1%,-2%&0%
C[C@@]12CCC(=O)C=C1CC[C@H]1[C@H]3CC[C@](O)(C(=O)CO)[C@]3(C)CC[C@@H]12,6%,·,i,·,-6%,-2%,·,·,·,?,·

Other entries follow:
canonical_smiles,HEK293 cAMP cs,BRCT PPI green,Rhodamine autofl,ALOX15 inhib,DNA Pol III inh,Tau fil binding,USP2a inhib,BRCT PPI red,Caspase-7 inhib,HADH2 inhib,Casp1 inh
O=C1c2ccccc2C(=O)c2c(O)c(O)cc(O)c21,·,-21%,·,5µM*,·,·,-84%,40µM*,-24%&-12%,·,-2%&0%
C[C@@H]1O[C@@H](O[C@@H]2[C@@H](O)[C@H](OCCc3ccc(O)c(O)c3)O[C@H](CO[C@@H]3O[C@H](CO)[C@@H](O)[C@H](O)[C@H]3O)[C@H]2OC(=O)/C=C/c2ccc(O)c(O)c2)[C@H](O)[C@H](O)[C@H]1O,24%,1.2%,·,?,5%,5%,·,-0.5%,-3%,0.1µM*,-4%
CCOC(=O)Nc1ccc2c(c1)N(C(=O)CCN1CCOCC1)c1ccccc1S2,14%,-1.3%,i,-10%,-2%,-3%,22%,2.1%,0%,-3%,0%
CC(C)[C@@H]1C(=O)N(S(C)(=O)=O)[C@H]2CCN(C(=O)/C=C\CN3CCCCC3)[C@@H]12,-1%,-1.5%,·,-6%[25.6 µM],-5%,?,·,0.8%,1%,-2%,-2%
CC1(C)Oc2ccc(C#N)cc2[C@H](N2CCCC2=O)[C@H]1O,5%&-1%,-0.5%&0.2%,·,-3%&-2%[25.6 µM],-1%&-3%,-24%&-23%,·,1.0%&0.3%,1%&0%,7%&13%,0%&-3%
Oc1cc2c(cc1O)C1c3ccc(O)c(O)c3OCC1(O)C2 (stereo not drawn),·,0.5%[3.08 µM],·,5µM*,·,·,0%,2.3%,-8%,·,1%
COc1cc(C)nc(-n2nc(C)cc2OC)n1,2%[25.6 µM],4.3%[34.4 µM],i,1%[25.6 µM],9%[25.6 µM],-14%[25.6 µM],-6%[17.1 µM],0.1%[34.4 µM],0%[25.7 µM],1%[25.6 µM],-3%[25.7 µM]
CN(C)CCC[C@@]1(c2ccc(F)cc2)OCc2cc(C#N)ccc21,12%&5%,1.6%&-2.8%&-4.0%,i,2%,-5%&-3%,?,-11%&2%,-3.9%&0.3%&1.5%,0%&-1%&1%,5%&11%,2%&0%&0%

Only part of the results is shown (hit frequency here may not be typical).
